Tb PFK inh: qHTS Assay to Find Inhibitors of T. brucei phosphofructokinase. AID 485367, 2010. hit rate 0.17% among 330,000. Potency, µM (top dose mostly 57.5 µM), inactives show at the top dose activity, negative = inhibition, actives largely listed as inhibitors. T. brucei PFK, ADP-Glo luminescence. ATP-dependent 6-phosphofructokinase (Trypanosoma brucei brucei), O15648;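 also: potency is read from the fitted curve at half-maximal effect; 0% = uninhibited 1x PFK enzyme wells and -100% = no-enzyme wells; nearly all actives have a fitted effect of over 60% in size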
Target sequence (O15648 whole entry, looked up): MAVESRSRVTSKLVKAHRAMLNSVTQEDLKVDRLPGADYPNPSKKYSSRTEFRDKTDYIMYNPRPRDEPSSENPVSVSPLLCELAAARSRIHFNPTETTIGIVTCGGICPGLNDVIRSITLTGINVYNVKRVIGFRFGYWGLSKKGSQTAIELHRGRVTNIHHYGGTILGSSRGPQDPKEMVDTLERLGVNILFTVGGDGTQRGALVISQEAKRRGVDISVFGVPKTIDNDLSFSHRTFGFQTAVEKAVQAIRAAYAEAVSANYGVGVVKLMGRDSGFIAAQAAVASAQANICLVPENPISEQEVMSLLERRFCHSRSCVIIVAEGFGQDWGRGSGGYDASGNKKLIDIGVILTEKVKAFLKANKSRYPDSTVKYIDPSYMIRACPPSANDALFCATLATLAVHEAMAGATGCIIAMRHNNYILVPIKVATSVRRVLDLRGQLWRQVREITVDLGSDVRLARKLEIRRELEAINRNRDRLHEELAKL
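Luminescent ADP detection (ADP-Glo, two-step: ATP depletion then ADP-to-ATP conversion for luciferase) reported PFK activity after 45 min room-temperature reaction of 1.25 nM enzyme with 0.5 mM F6P and 0.1 mM ATP at pH 8.0.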
TSG101-PTAP inh: qHTS Assay for Iinhibitors of HIV-1 Budding by Blocking the Interaction of PTAP/TSG101 | Tumor susceptibility gene 101 protein (Homo sapiens), Q99816 | Fluorescence polarization, FITC-PTAP peptide / Tsg101 binding | Potency, µM (titrated, usually from 115 µM), inactives show top-dose activity change, negative = inhibition, hits mostly inhibitors | 340,000 tested, under 10 active; active = well fitted inhibition curve with a large enough effect in the main read-out, with a control signal flat, not every such curve was filed as active; inconclusive = small, poorly fitted or top-dose-only effect, or effect the other way, or a change in a side signal; inactive = no such curve, though single readings can be large or run the other way; also: potency is read from the fitted curve at half-maximal effect; % of control where 0% means no effect
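Fluorescence polarization binding of Tsg101 binding domain (10 uM final) to FITC-labeled PTAP peptide (50 nM final) in HEPES pH 7.5 buffer with NaCl, Tween 20, EDTA, TCEP. Compounds added before peptide; binding 20 min at RT.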
BCR signal inh: qHTS Assay to Find Inhibitors of Chronic Active B-Cell Receptor Signaling. hit rate 0.05% among 340,000. Potency, µM (highest dose often 46.1 µM), for the others: at the highest dose ratio change, negative = lower green/red ratio, most hits filed as inhibitors. AID 493014, 2011. ABC-DLBCL IkBa-CBG/CBR reporter, luminescence ratio, 4 h; active = well fitted inhibition curve with a large enough effect in the signal ratio, with a control signal flat, not every such curve was filed as active; inconclusive = small, poorly fitted or top-dose-only effect, or effect the other way, or a change in a side signal; the % refers to the signal ratio;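 also: potency is read from the fitted curve at half-maximal effect; plate controls were basal doxycycline-induced cells for no effect and cells given 10 µM MG132 for full effect; MG132 reads +100%, hits lower the ratio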
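TMD8 ABC-DLBCL cells carrying doxycycline-inducible green luciferase fused to IkappaBalpha plus unfused red luciferase were exposed to compounds (up to 46 uM) for 4 hrs at 37C. Activity came from the overlap-corrected green/red luminescence ratio.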
PKM2 act: qHTS Assay for Activators of Human Muscle isoform 2 Pyruvate Kinase | Pyruvate kinase PKM (Homo sapiens), P14618 | purified PKM2, Kinase-Glo ATP luminescence, activation; response scale: 0% is enzyme alone, no compound | Potency, µM (doses to about 57.5 µM), for the others: at the top dose activation, actives largely listed as activators | hit rate 0.34% among 260,000; also: potency is read from the fitted curve at half-maximal effect; % is scaled to controls: 0 for no effect and ±100 for the full control effect; nearly all actives have a fitted effect of over 55% in size
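hPK-M2, >95% pure; 0.1 mM ADP / 0.5 mM PEP final; imidazole pH7.2 buffer w/ 7 mM MgCl2, 50 mM KCl; 1 h RT; Kinase-Glo lum. Intermediate enzyme activity for dual inhibitor/activator qHTS.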
ASM inhibitor: Inhibitors of Secretory Acid Sphingomyelinase (S-ASM): qHTS | hit rate 0.006% among 340,000 | Sphingomyelin phosphodiesterase (Homo sapiens), P17405 | placental ASM, HMU-PC fluorogenic substrate, 60 min | AID 504937, 2011 | Potency, µM (top dose mostly 57.5 µM), inactives show at the highest dose activity change, negative = inhibition, actives largely listed as inhibitors; also: potency is read from the fitted curve at half-maximal effect
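Fluorogenic HMU-PC substrate (9 uM final) is turned over by placental ASM in 60 min at 37 C after a 10 min compound preincubation. Reaction ended by alkaline stop (pH 10), with fluorescence read at 386/447 nm.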
GALK inhibitor: qHTS Assay for Inhibitors of Human Galactokinase (GALK). P51570. Purified GALK, Kinase-Glo residual ATP luminescence. Potency, µM (doses to about 57.5 µM), for the others: at the highest dose activity change, negative = inhibition, actives largely listed as inhibitors. hit rate 0.007% among 270,000; also: potency is read from the fitted curve at half-maximal effect; % is scaled to controls: 0 for no effect and ±100 for the full control effect
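Compounds were pin-transferred into ATP buffer (35 uM final), then GALK plus galactose (5 nM, 100 uM final) was added. After 1 h at room temperature, Kinase-Glo Plus was added and luminescence read after 10 min.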
Menin MLL FP TR: qHTS Assay for Inhibitors Targeting the Menin-MLL Interaction in MLL Related Leukemias: Competition With Texas Red Labeled MLL-derived Mutant Peptide; O00255; Menin + Texas Red MLL mutant peptide, fluorescence polarization; Potency, µM (titrated, usually from 61.6 µM), for the others: at the highest dose FP activity change, negative = inhibition, usual class: inhibitors; hit rate 0.23% among 270,000; AID 1768, 2009; active = well fitted inhibition curve with a large enough effect in the polarisation, with a control signal flat, not every such curve was filed as active; inconclusive = small, poorly fitted or top-dose-only effect, or effect the other way, or a change in a side signal; inactive = no such curve, though single readings can be large or run the other way; the % refers to the polarisation; also: potency is read from the fitted curve at half-maximal effect; % of control where 0% means no effect; many of its hits are not listed in these tables
Target sequence (O00255 whole entry, looked up): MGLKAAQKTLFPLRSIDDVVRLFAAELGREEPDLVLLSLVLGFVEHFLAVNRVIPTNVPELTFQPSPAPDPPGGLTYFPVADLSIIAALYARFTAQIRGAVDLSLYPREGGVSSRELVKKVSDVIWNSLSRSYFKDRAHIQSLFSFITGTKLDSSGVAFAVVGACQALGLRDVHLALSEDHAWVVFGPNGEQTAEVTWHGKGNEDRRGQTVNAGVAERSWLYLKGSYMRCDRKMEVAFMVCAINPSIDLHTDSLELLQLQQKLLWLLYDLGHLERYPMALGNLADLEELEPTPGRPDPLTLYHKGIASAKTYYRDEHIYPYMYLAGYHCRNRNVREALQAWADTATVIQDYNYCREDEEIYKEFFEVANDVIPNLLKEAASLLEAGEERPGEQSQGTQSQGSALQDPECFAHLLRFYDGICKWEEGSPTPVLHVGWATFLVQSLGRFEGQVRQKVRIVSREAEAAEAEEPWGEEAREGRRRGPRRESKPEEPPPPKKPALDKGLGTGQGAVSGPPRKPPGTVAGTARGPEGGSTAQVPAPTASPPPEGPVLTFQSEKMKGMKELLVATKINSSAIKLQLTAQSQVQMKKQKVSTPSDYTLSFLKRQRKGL
B2AR arrestin: qHTS assay of beta-arrestin-biased ligands of beta2-adrenergic receptor; beta-arrestin recruitment to beta2AR, cell-based reporter; Potency, µM (titrated, usually from 46.1 µM), for inactives: at the highest dose activation, hits mostly activators; hit rate 0.02% among 330,000; Beta-2 adrenergic receptor (Homo sapiens), P07550;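 also: potency is read from the fitted curve at half-maximal effect; 0% = DMSO controls and full agonism = EC100 isoproterenol or metaproterenol; nearly all actives have a fitted effect of over 65% in size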
Giardia kill: Small Molecules that selectively kill Giardia lamblia: qHTS | Giardia lamblia trophozoite viability | activity change, % at 7.66 µM, hits read low | hit rate 0.15% among 340,000; in the data active = activity change below about -80%; inconclusive = between about -30% and that limit;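 also: parasites exposed to compound for two days anaerobically before the ATP read; % is scaled to controls: 0 for no effect and ±100 for the full control effect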
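Luminescent ATP signal served as the viability read-out, measured 15-30 min after adding ATP detection reagent to trophozoites that had been incubated with compounds for 48 hrs at 37 deg C anaerobically at 100 cells/well.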
FBPA coupling cs: qHTS Assay for Inhibitors of Fructose-1,6-bisphosphate Aldolase from Giardia Lamblia: Coupling assay counterscreen; coupling enzyme system counterscreen, AmpLite Red fluorescence; activity change, negative = inhibition, % at 58.2 µM, hits read low; hit rate 0.67% among 290,000; AID 2472, 2010; in the data active = activity change below about -30%; also: % is scaled to controls: 0 for no effect and ±100 for the full control effect
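Fluorescence at 525 nm excitation and 598 nm emission measured inhibition of the coupled detection system without aldolase. Compounds (at 57.5 uM final) were preincubated 10 min at room temperature with coupling enzyme reagent before a 20 min substrate/AmpLite Red step.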
Integrin act MD: qHTS for Activators of Integrin-Mediated Alleviation for Muscular Dystrophy | alpha7betagal myoblasts, beta-gal FDG fluorescence, 48 h | Potency, µM (titrated, usually from 38.3 µM), for the others: at the top dose activation, usual class: activators | hit rate 0.064% among 350,000;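 also: potency is read from the fitted curve at half-maximal effect; 100% = response of the positive control SU9516; nearly all actives have a fitted effect of over 60% in size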
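alpha7betagal+/- myoblasts (passage 13, 250/well) treated 48 h at 37C with compounds at 1:260 dilution of DMSO stock. Lysed, then beta-galactosidase activity read as FDG fluorescence (ex 480/em 540) after 30 min, with pre-read for autofluorescence.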
Active calls of the source: *; ? = inconclusive; . = no result given; [ ] = another dose, or the depositor's remark. Unless noted, calls follow the shape of the dose curve; as a rule, active = well fitted curve in the direction sought with a large enough effect; inconclusive = small, poorly fitted or top-dose-only effect, or another doubt; inactive = no such curve, though single readings can be large; an effect the other way counts as inactive or inconclusive. A portion of the library (hit frequency here may not be typical).

SMILES	Tb PFK inh	TSG101-PTAP inh	BCR signal inh	PKM2 act	ASM inhibitor	GALK inhibitor	Menin MLL FP TR	B2AR arrestin	Giardia kill	FBPA coupling cs	Integrin act MD
O=S(=O)(c1ccccc1)N1N=C(c2cccs2)CC1c1ccc(Br)cc1 (centres undefined)	-2%	-2%	11%	2%	0%	0%	7%	-0.9%	6	6	-10%
COc1cc(Cl)ccc1OCc1cc(C(=O)NC(C)Cc2cnccn2)no1 (centres undefined)	-2%	-1%	2%	3%	1%	-4%	.	0.1%	-6	.	24%
CCn1c(C)nc2cc(C(=O)N/N=C(\C)c3ccccc3O)ccc21	-4%	-3%	0%	5%	40%	-2%	11%	0.1%	5	2	-34%
COC(=O)c1ccccc1NC(=O)COC(=O)C1CCCCC1	0%	0%	?	0%	-7%	-1%	.	-0.8%	-12	-3	12%
O=C(N/N=C/c1ccco1)C1CC(=O)N(c2ccccc2)C1 (centres undefined)	-1%	-9%	2%	-17%	1%	0%	-9%	0.2%	1	1	13%
COc1ccc(N(CC(=O)Nc2cc(C)ccc2C)S(=O)(=O)c2c(C)[nH]c(=O)[nH]c2=O)cc1	1%	-4%	18%	.	1%	5%	.	0.5%	5	.	3%
CCn1cnc2cc(NCc3ccc(Cl)cc3)ccc21	-15%	1%	0%	.	-1%	4%	-6%	-0.3%	3	-2	0%
O=C(CCl)NCCNC(=O)c1cc(OCC(F)(F)F)ccc1OCC(F)(F)F	-4%	-1%	0%	-2%	-1%	0%	-4%	0.4%	-12	1	-53%[inhibitor]
CCCOc1ccc(C(=O)NNC(=O)c2cccc(S(=O)(=O)N3CCN(C(C)=O)CC3)c2)cc1OC	-2%	-1%	-2%	.	6%	.	.	-0.2%	-8	.	33%
OCCN(CCO)CC(O)Cn1c2ccccc2c2ccccc21 (centres undefined)	-3%	0%	?	-13%	0%	5%	7%	0.2%	-12	-2	0%
Cc1ccc(S(=O)(=O)CC(=O)NC(C)(C)C)cc1	-2%	-8%	4%	3%	-2%	0%	6%	0.2%	14	-1	3%
COc1ccc(CCNC(=O)COC(=O)c2ncc(Cl)c(Cl)c2Cl)cc1OC	-1%	-2%	0%	.	2%	.	.	-0.7%	3	.	-3%
CCc1cc(=O)oc2cc(OC(C)C(=O)NCCCn3ccnc3)ccc12 (centres undefined)	1%	-1%	4%	-4%	1%	0%	2%	-1.1%	15	-5	?
O=C(Nc1ccccc1)n1ccc(-c2ccc(-n3ccnc3)cc2)n1	?	.	?	-17%	.	10%	5%	0.1%	.	-2	.
O=C(NCc1ccccc1)N[C@@H](Cc1ccccc1)C(=O)O	0%	-6%	3%	-3%	0%	-1%	-10%	-0.3%	-3	2	13%
Cc1ccc(S(=O)(=O)N2C(=S)SCC2(C)C)cc1	-1%	.	?	-6%	.	-4%	0%	-0.4%	.	-1	.
S=C(c1ccccc1)N(c1ccccc1)c1ccccc1	4%	-1%	16%	1%	-7%	-3%	-2%	-0.3%	1	12	21%
COc1ccc([N+](=O)[O-])cc1NC(=O)COC(=O)c1ccc(O)cc1	0%	-2%	-9%	?	-8%	5%	.	0.0%	-3	0	6%
COc1cc(C2Nc3ccc4ncccc4c3C3=C2C(=O)CCC3)cc(OC)c1OC (centres undefined)	-2%	-1%	?	0%	185%[activator]	0%	-5%	0.0%	1	-1	14%
CSc1ncccc1C(=O)OCC(=O)NC1CCC(C)CC1 (centres undefined)	-1%	-2%	-1%	.	4%	.	.	-1.2%	22	.	-17%
CCCCn1c(N)c(N(CC)C(=O)C2=COCCO2)c(=O)[nH]c1=O	-1%	-7%	-8%	.	25%	.	.	0.2%	-24	.	23%
O=[N+]([O-])c1cc(S(=O)(=O)NCCc2ccccn2)ccc1Cl	8%	0%	?	.	1%	.	.	0.3%	1	.	-10%
CCc1cccc(C)c1NC(=O)C1CCCO1 (centres undefined)	-3%	-2%	-1%	-1%	0%	1%	0%	0.6%	-30	1	-9%
CCCc1[nH]n(-c2ccc([N+](=O)[O-])cc2)c(=O)c1C=NCCN1CCNCC1	0%	.	?	-3%	.	12%	6%	0.1%	.	0	.
COCCCn1c(C)c(C(C)=O)cc(NC(=O)c2ccccc2)c1=O	-2%	-1%	-29%	-12%	2%	-2%	-2%	-0.1%	15	-2	-12%
COCCn1c(CN2CCN(C(=O)c3ccco3)CC2)nc2c1c(=O)n(C)c(=O)n2C	-17%	-6%	6%	.	2%	1%	2%	-0.9%	22	-2	9%
COc1ccc(C2c3c(oc4ccccc4c3=O)C(=O)N2CC2CCCO2)cc1 (centres undefined)	0%	-5%	0%	-3%	-2%	2%	4%	0.1%	10	4	-9%
CC(=O)C(Cc1ccccc1)NC(=O)CCl (centres undefined)	1%	1%	-2%	-7%	1%	0%	-7%	0.5%	-3	1	-12%
COc1ccc(/C(C)=N/NC(=S)NCCc2ccccc2)cc1	-3%	-4%	?	-9%	-10%	13%	17%	?	13	-5	8%
O=S1(=O)CC(N2CCOCC2)c2ccccc21 (centres undefined)	13%	0%	6%	-10%	4%	1%	-9%	2.9%	-11	-2	-2%
CC(=O)NS(=O)(=O)c1ccc(N=c2ssc3c2-c2ccc(C)cc2NC3(C)C)cc1	-2%	-5%	?	-8%	-10%	2%	?	-0.8%	-23	5	-57%[inhibitor]
O=[N+]([O-])c1ccc(Cl)c(C2Nc3cccc4cccc(c34)N2)c1	-15%	-2%	-25%	4%	?	-2%	?	?	-6	-15	-70%[inhibitor]
O=C(Cn1cc(C(F)(F)F)ccc1=O)N/N=C/c1ccc(F)cc1	2%	-1%	2%	9%	-1%	5%	-4%	0.0%	2	1	10%
COc1ccc(NC(=O)C(C)(C)Oc2ccc(Cl)cc2)cn1	-2%	-6%	4%	.	2%	.	.	-1.0%	10	.	6%
COc1cc(C(=O)NCC(c2cccnc2)N2CCN(C)CC2)cc(OC)c1OC (centres undefined)	-3%	-3%	5%	0%	4%	-1%	8%	-0.1%	-3	-1	51%
CN=Cc1nc(-c2ccccc2)oc1O	1%	-2%	?	1%	3%	0%	-5%	-0.2%	-6	7	21%
Cc1cc(C(=O)N/N=C/c2cccs2)n[nH]1	-1%	-6%	?	-7%	2%	4%	1%	0.3%	8	0	-30%
C=CCn1c(SCC(O)Cn2c3ccccc3c3ccccc32)nnc1-c1ccco1 (centres undefined)	21%	-4%	?	1%	-11%	-4%	-1%	0.0%	9	-3	-43%
N#Cc1cc2ccccc2nc1SCC(=O)Nc1ccccc1N1CCOCC1	0%	0%	2%	3%	-2%	0%	-4%	0.2%	-10	2	?
CCCCNC(=O)c1nnn(-c2ccccc2)c1N	-3%	-11%	?	6%	4%	-4%	0%	0.0%	-9	0	14%
O=C(NNC(=O)c1ccc2c(=O)n3c(nc2c1)CCC3)c1ccc(Cl)cc1	-5%	-3%	2%	.	-2%	.	.	0.4%	14	.	1%
CCOC(=O)C1CCCN(CC(=O)Nc2c(C(=O)OC)[nH]c3ccccc23)C1 (centres undefined)	1%	1%	?	-10%	3%	-1%	-21%	0.1%	-6	-2	-8%
CCOCCCn1c(C)nc2c[n+](CC(=O)c3ccc4ccccc4c3)cc(Br)c21	1%	0%	?	-3%	0%	-2%	.	0.4%	-4	1	-6%
O=C(NCC1CCN(C(=O)c2c(F)c(F)c(F)c(F)c2F)CC1)c1c(F)c(F)c(F)c(F)c1F	1%	.	7%	-5%	1%	-3%	.	0.1%	-13	.	-47%[inhibitor]
CC(=O)Nc1ccc(C(=O)OCC(=O)N(c2ccccc2)C2CCCCC2)cc1	0%	-3%	?	.	-10%	.	.	5.3%	-27	.	0%
CCCCNC(=O)C1CC(c2cccc([N+](=O)[O-])c2)=NO1 (centres undefined)	-1%	0%	4%	3%	16%	-1%	-8%	-0.4%	5	4	18%
CCSc1nnc2c(n1)OC(c1ccc(C(=O)O)cc1)N(C(C)=O)c1ccccc1-2 (centres undefined)	1%	-2%	9%	-9%	0%	3%	10%[11.7 µM]	0.0%	-24	6	23%

Screening results from PubChem BioAssay.
